Screens deposited in PubChem by Broad Institute.
SIRT5 inh: blocks human SIRT5 desuccinylation of peptide | Q9NXA8 | Purified SirT5, succinyl-peptide AMC, trypsin-coupled fluorescence | inhibition, % at 15 µM | hit rate 1.1% among 330,000 | AID 652115; in the data active = inhibition above about 15%
Target sequence (Q9NXA8 whole entry, looked up): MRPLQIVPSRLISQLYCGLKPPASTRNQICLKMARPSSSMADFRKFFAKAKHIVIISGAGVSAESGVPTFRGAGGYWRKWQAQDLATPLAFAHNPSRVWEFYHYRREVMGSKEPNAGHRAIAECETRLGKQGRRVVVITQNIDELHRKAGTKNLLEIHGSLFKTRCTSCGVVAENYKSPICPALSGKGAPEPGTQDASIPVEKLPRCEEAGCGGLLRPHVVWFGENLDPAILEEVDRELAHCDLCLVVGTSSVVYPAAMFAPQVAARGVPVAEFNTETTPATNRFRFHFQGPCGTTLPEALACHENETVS
esBAF inh: blocks esBAF chromatin remodeling in mouse ES cells. Bmi1-luciferase knock-in reporter, 24 h; 100% = twice the neutral-well signal. AID 602393. hit rate 2% among 350,000. reporter increase, % at 12.5 µM; in the data active = activation above about 40%;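 also: 0% = median of the plate's neutral control wells and 100% = double that signal; a rise in the Bmi1 reporter signal indicates esBAF inhibition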
Statin myotox sup: suppressors of simvastatin-induced myotoxicity in C2C12 myotubes; ATP luminescence, 48 h; scaled: DMSO 0, geranylgeraniol control 100; rescue of ATP level, % at 7.49 µM; hit rate 0.78% among 330,000; AID 602340;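 active = mean ATP rescue above about 67%, or every replicate alone reaching that limit, limit read from the data, passing the limit was not always enough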;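 also: myotubes were challenged with 10 µM simvastatin during compound exposure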
Casp6 inh: blocks human caspase-6 cleavage activity; P55212; purified caspase-6, Z-VEID-R110 cleavage fluorescence; inhibition, % at 12.5 µM; hit rate 0.53% among 350,000; AID 686996;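 active = mean inhibition across replicates at least about 35%, with every replicate also reaching that limit, limit read from the data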;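 also: 0% = median of neutral control wells and 100% = no fluorescence left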
Target sequence (P55212 24-179 limits assumed): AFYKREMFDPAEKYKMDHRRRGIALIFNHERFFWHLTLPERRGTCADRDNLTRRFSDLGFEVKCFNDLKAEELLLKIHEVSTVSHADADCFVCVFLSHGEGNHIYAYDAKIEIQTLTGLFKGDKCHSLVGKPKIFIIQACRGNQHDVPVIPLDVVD
Target sequence (P55212 194-293 limits assumed): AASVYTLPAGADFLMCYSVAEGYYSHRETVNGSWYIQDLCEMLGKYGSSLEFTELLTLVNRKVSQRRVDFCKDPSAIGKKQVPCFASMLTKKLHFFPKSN
FN deposition inh: fibronectin deposition inhibition; AH1F fibroblasts, Alexa488-fibronectin deposition fluorescence, overnight; hit rate 0.086% among 350,000; AID 743247; inhibition, % at 12.6 µM;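 active = mean inhibition across replicates of 30% or more, regardless of how many single replicates reach that level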;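 also: positive control wells lacked labelled fibronectin entirely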
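Assay system: AH1F fibroblasts assembling fluorescent fibronectin matrix; Amount: 10000 AH1F cells per well; Buffer or medium: DMEM, 2% serum; Probe or stimulus: Alexa488-fibronectin, 24 nM final in well; Doses: single compound dose, delivered by pin transfer; Incubation: 1 h adhesion, overnight exposure; Measured by: fluorescence 485/525 nm; Read-out: fibronectin deposition inhibition.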
LGR2 inh: blocks bursicon-induced cAMP signaling via Drosophila LGR2 | HEK293 LGR2, CRE-luciferase, bursicon-stimulated, 4 h | inhibition, % at 9.99 µM | hit rate 0.35% among 380,000 | AID 720647;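 active = drop in luminescence signal, shown as inhibition above about 50% in the replicate tests, limit read from the data, passing the limit was not always enough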;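 also: agonist challenge used bursicon conditioned medium at about half maximal strength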
S100A4 MyoIIA: S100A4-myosin IIA interaction inhibition; S100A4/TAMRA-MyoIIA peptide fluorescence polarization; hit rate 0.14% among 360,000; inhibition, % at 10.7 µM; P26447;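 active = mean inhibition of at least 70% across replicates, with every replicate also reaching that level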
Target sequence (P26447 whole entry, looked up): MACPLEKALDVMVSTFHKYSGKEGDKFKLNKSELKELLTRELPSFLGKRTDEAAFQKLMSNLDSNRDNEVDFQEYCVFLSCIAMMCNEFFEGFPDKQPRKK
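Compound dosing: one dose per compound; test system: human S100A4 monomer with TAMRA-labelled myosin IIA peptide; probe or stimulus: TAMRA-labelled myosin IIA heavy-chain peptide probe, 5 nM; medium: HEPES buffer with Ca2+, pH 7.2; schedule: 5 min incubation before reading; benchmarks: neutral control DMSO, positive control TFP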
The depositor's hits bear a star; nt = no result given.

item	Molecule	SIRT5 inh	esBAF inh	Statin myotox sup	Casp6 inh
1	COc1ccc(OC)c(C(=O)N/N=C/c2ccccn2)c1	6	-9	2	-10
2	CC(=O)N(C)C[C@H]1Oc2ncc(-c3cccc(F)c3)cc2C(=O)N([C@@H](C)CO)C[C@@H]1C	2	4	-12	-3
3	COc1ccccc1CCC(=O)NNC(=O)c1cccs1	nt	-5	-6	2
4	NC(=S)Nc1ccc(C(F)(F)F)cc1Cl	-4	0	-29	-1
5	CCCCN(C(=O)COC(=O)CSc1cc(C)c2ccccc2n1)c1c(N)n(CCC)c(=O)[nH]c1=O	1	-11	-2	-1
6	O=C(Nc1ccc(Nc2ccccc2)cc1)c1cc([N+](=O)[O-])ccc1Cl	-2	0	-5	-1
7	O=C(CSc1ccc(-c2nc3ccccc3[nH]2)cn1)N1CCN(C(=O)c2ccco2)CC1	nt	7	-22	nt
8	C[C@@H]1CN([C@@H](C)CO)C(=O)c2cccc(NC(=O)C3CCCCC3)c2O[C@@H]1CN(C)S(=O)(=O)c1ccccc1	0	0	-26	0
9	O=C(N[C@@H]1CC[C@@H](CCNS(=O)(=O)c2ccc(F)cc2)O[C@@H]1CO)C1CCOCC1	1	-4	-23	-5
10	Cc1ccc(NC(=O)COC(=O)/C=C/c2ccc(Br)o2)cc1S(=O)(=O)N(C)C	-4	nt	nt	4

item	FN deposition inh	LGR2 inh	S100A4 MyoIIA
1	7	-18	1
2	-7	-13	10
3	3	-1	-9
4	1	7	9
5	nt	6	-2
6	13	11	-3
7	-6	-32	nt
8	nt	16	-10
9	nt	3	8
10	19	nt	-3

Later entries
item	Molecule	SIRT5 inh	esBAF inh	Statin myotox sup	Casp6 inh
11	Cc1cc(=O)oc2cc(NC(=O)CC3(CC(=O)O)CCCC3)ccc12	-35	-1	1	1
12	C[C@@H]1CN([C@@H](C)CO)C(=O)c2cccc(NC(=O)c3ccc(-c4nccs4)cc3)c2O[C@@H]1CN(C)C(=O)NC1CCCCC1	1	-3	43	-3
13	C#CCSc1nnc(-c2ccc([N+](=O)[O-])cc2)o1	-14	25	7	2
14	COc1ccc(CCN2CC(=O)N3CCc4ccc(N5CCOCC5)cc4C3CC2=O)cc1OC (stereo not given)	3	nt	nt	2
15	CC1(C)OC(=O)C2=C(C[C@@H](C3CCCC3)O[C@H]2c2ccc(Cl)cc2)O1	nt	nt	nt	0
16	O=C(NCc1cccs1)C1CC(c2ccc(Cl)cc2)=NO1 (stereo not given)	-2	nt	nt	0
17	Cc1ccccc1-n1c(Cn2c(=O)sc3ccccc32)nnc1SC(C)C	0	-7	-10	0
18	CC(C)(C)c1cc(-c2n[nH]c(=S)n2-c2ccc(Cl)cc2)n[nH]1	-4	nt	nt	-2
19	COc1cc(C(=O)OCC(=O)N2CCOCC2)c([N+](=O)[O-])cc1OC	-2	6	3	-4
20	Cc1nc(CC(=O)c2c(C)cc(O)cc2O)cs1	nt	-1	23	nt

item	FN deposition inh	LGR2 inh	S100A4 MyoIIA
11	-1	1	-2
12	-16	6	13
13	2	-14	-3
14	3	-6	11
15	-12	14	1
16	3	-47	5
17	-5	15	-10
18	-2	nt	2
19	7	-6	-8
20	6	8	nt

The list continues.
item	Molecule	SIRT5 inh	esBAF inh	Statin myotox sup	Casp6 inh
21	Cn1nc2c3ccccc3n(Cc3ccccc3)c2nc1=S	-4	nt	nt	0
22	COCC(=O)N1[C@H](C#N)[C@@H](c2ccccc2C2=CCCCC2)[C@@H]1CO	-3	nt	nt	1
23	O=C(O)c1ccc2c(c1)C(=O)N(CCCCCCCN1C(=O)c3ccc(C(=O)O)cc3C1=O)C2=O	-1	-4	0	-1
24	COC(=O)c1ccc(Cn2cc(Cl)cn2)cc1	nt	6	-9	nt
25	Cc1ccc(NC(=O)C(=O)NCC2CCCN2S(=O)(=O)c2cccs2)c(C)c1 (stereo not given)	-1	-1	-3	3
26	COCCCNS(=O)(=O)c1ccc2c(c1)OCCO2	nt	-9	11	nt
27	Cc1ccccc1C1CC(c2ccc(F)cc2)Nc2nc(N)nn21 (stereo not given)	nt	-23	1	1
28	O=C1COc2ccc3ccccc3c21	-2	5	9	-1
29	Cc1ccc(S(=O)(=O)Nc2ccc(-c3nnc(SCC#N)n3C)cc2)cc1	nt	6	0	nt
30	O=C(O)Cn1cc(C(=S)N2CCCCC2)c2ccccc21	-1	nt	nt	3

item	FN deposition inh	LGR2 inh	S100A4 MyoIIA
21	0	-37	-6
22	-1	-2	19
23	13	-3	0
24	-2	nt	nt
25	6	5	3
26	-2	nt	nt
27	-18	9	1
28	-1	3	-4
29	5	nt	nt
30	1	-8	1

More compounds follow:
item	Molecule	SIRT5 inh	esBAF inh	Statin myotox sup	Casp6 inh
31	Cc1ccc(-c2cc(C(=O)NC3CCCC3)no2)cc1	-1	39	-13	-2
32	CC(C)CN(C(=O)c1cccc([N+](=O)[O-])c1)c1c(N)n(CC(C)C)c(=O)[nH]c1=O	-3	3	42	2
33	CCn1c(=O)c(C(=O)NCCc2ccc(Cl)cc2)c(O)c2ccccc21	-4	3	-26	-2
34	CC(C)NC(=O)N(C)C[C@H]1Oc2c(NC(=O)c3cnccn3)cccc2C(=O)N([C@@H](C)CO)C[C@@H]1C	-4	-7	-2	1
35	CCN(CC)S(=O)(=O)c1ccc(C(=O)Nc2cc(C)cc(C)c2)cc1	nt	-3	-25	nt
36	Cc1ccc(N(CC(=O)NC(C)c2ccccc2)S(=O)(=O)c2c(C)n[nH]c2C)cc1 (stereo not given)	-3	-6	11	6
37	O=S1(=O)C=C[C@H](COCc2ccccc2)N1	-6	1	11	9
38	CN(CCN1CCOCC1)Cc1nc(-c2ccc(Cl)cc2)no1	-11	1	30	-9
39	Cc1ccc(S(=O)(=O)CCC(=O)Nc2ccc3nc(C)sc3c2)cc1	-1	22	-1	nt
40	CC(N)C(=O)NC(C(=O)N1CCCC1C(=O)NC(c1ccccc1)c1ccccc1)C(C)C (stereo not given)	0	15	-6	4

item	FN deposition inh	LGR2 inh	S100A4 MyoIIA
31	1	-94	-2
32	3	-2	3
33	-1	5	8
34	nt	15	16
35	-4	nt	nt
36	0	6	-5
37	3	-9	1
38	-19	-11	-5
39	3	16	-15
40	1	-1	2

An excerpt of these results, in transposed form:
33: CCn1c(=O)c(C(=O)NCCc2ccc(Cl)cc2)c(O)c2ccccc21
34: CC(C)NC(=O)N(C)C[C@H]1Oc2c(NC(=O)c3cnccn3)cccc2C(=O)N([C@@H](C)CO)C[C@@H]1C
35: CCN(CC)S(=O)(=O)c1ccc(C(=O)Nc2cc(C)cc(C)c2)cc1
compound no.,33,34,35
SIRT5 inh,-4,-4,nt
esBAF inh,3,-7,-3
Statin myotox sup,-26,-2,-25
Casp6 inh,-2,1,nt
FN deposition inh,-1,nt,-4
LGR2 inh,5,15,nt
S100A4 MyoIIA,8,16,nt

(more compounds)
item	Molecule	SIRT5 inh	esBAF inh	Statin myotox sup	Casp6 inh
41	Cc1ccc([C@H]2N[C@]3(CCCN(CC4CCCCC4)C3=O)[C@H]3C(=O)N(Cc4ccccc4)C(=O)[C@@H]23)cc1	-4	0	-14	4
42	c1ccc(COn2nnc3ccccc32)c(COn2nnc3ccccc32)c1	-5	-1	9	4
43	CCC(=O)N1CC2(CN(C(C)=O)C2)c2c([nH]c3cc(OC)ccc23)[C@@H]1CO	-1	nt	nt	1
44	O=C(Cn1cc[n+](CC(=O)c2ccc(Cl)cc2Cl)c1)c1ccc(Cl)cc1Cl	-3	nt	nt	-3
45	CC(=O)CC(C)(C)n1nnc(-c2ccccc2)n1	nt	5	-6	nt
46	COc1ccccc1-c1nnc(SC)n1C	-4	nt	nt	-2
47	O=C(c1ccccc1)C1CCN(c2ncccc2[N+](=O)[O-])CC1	0	nt	nt	-3
48	CCCC#Cc1cnc2c(c1)C(=O)N([C@H](C)CO)C[C@H](C)[C@H](CN(C)C(=O)c1cnccn1)O2	-2	0	21	2
49	CCOc1ccc(CC(=O)N2CCC3(CC2)NCCc2[nH]cnc23)cc1	-3	-4	13	2
50	CC1CCCCC1NC(=O)C1CCC(CNc2c(N3CCCCC3)c(=O)c2=O)CC1 (stereo not given)	5	nt	nt	0

item	FN deposition inh	LGR2 inh	S100A4 MyoIIA
41	4	-7	0
42	nt	5	-10
43	-3	5	9
44	4	-24	-10
45	nt	-8	nt
46	-4	1	0
47	5	nt	1
48	3	18	-23
49	6	10	-6
50	2	-3	0

More entries.
item	Molecule	SIRT5 inh	esBAF inh	Statin myotox sup	Casp6 inh
51	CC1CN(C)C(C)CC1NCc1ccc2c(c1)OCO2 (stereo not given)	nt	7	0	nt
52	CCOc1ccc2nc(N3C(=O)C(O)=C(C(=O)c4ccco4)C3c3ccco3)sc2c1 (stereo not given)	3	29	-1	36*
53	O=C(CCn1c(=O)oc2cc(Cl)ccc21)Nc1ccc(O)cc1	-1	-5	14	1
54	Cc1ccc(NC(=O)c2nnn(-c3ccc4c(c3)OCCO4)c2N)cc1	-2	70*	-6	nt
55	Cn1nc(C(=O)N2CCC(C(N)=O)CC2)c2c1-c1ccccc1SC2	-2	8	-1	-1
56	CN(C(=O)COC(=O)CSc1ccc([N+](=O)[O-])cc1)c1ccccc1	3	-20	-5	-4
57	CC(=O)N(C(C)=O)S(=O)(=O)c1ccc(N=NN2CCOCC2)cc1	1	nt	nt	3
58	COc1ccc2c3c([nH]c2c1)[C@H](CO)N(C(=O)c1ccc(F)cc1)CC31CN(S(=O)(=O)c2cccs2)C1	-1	nt	nt	nt
59	Cc1ccc(S(=O)(=O)N2CCOCC2)cc1C(=O)NCc1cccs1	-5	nt	nt	1
60	CCCS(=O)(=O)NC(=O)C1(C)CCN(C(=O)c2nc(C)oc2C)C1 (stereo not given)	5	3	6	0

item	FN deposition inh	LGR2 inh	S100A4 MyoIIA
51	14	nt	nt
52	nt	-15	-3
53	-8	-2	2
54	5	-58	5
55	-2	4	7
56	nt	2	-6
57	3	-3	-1
58	nt	-7	7
59	0	-2	-1
60	-5	-18	-16

By substructure, the compounds so far with two or more sulfur atoms.
item	Molecule	SIRT5 inh	esBAF inh	Statin myotox sup	Casp6 inh
17	Cc1ccccc1-n1c(Cn2c(=O)sc3ccccc32)nnc1SC(C)C	0	-7	-10	0
25	Cc1ccc(NC(=O)C(=O)NCC2CCCN2S(=O)(=O)c2cccs2)c(C)c1 (stereo not given)	-1	-1	-3	3
29	Cc1ccc(S(=O)(=O)Nc2ccc(-c3nnc(SCC#N)n3C)cc2)cc1	nt	6	0	nt
39	Cc1ccc(S(=O)(=O)CCC(=O)Nc2ccc3nc(C)sc3c2)cc1	-1	22	-1	nt
58	COc1ccc2c3c([nH]c2c1)[C@H](CO)N(C(=O)c1ccc(F)cc1)CC31CN(S(=O)(=O)c2cccs2)C1	-1	nt	nt	nt
59	Cc1ccc(S(=O)(=O)N2CCOCC2)cc1C(=O)NCc1cccs1	-5	nt	nt	1

item	FN deposition inh	LGR2 inh	S100A4 MyoIIA
17	-5	15	-10
25	6	5	3
29	5	nt	nt
39	3	16	-15
58	nt	-7	7
59	0	-2	-1

The listing continues:
item	Molecule	SIRT5 inh	esBAF inh	Statin myotox sup	Casp6 inh
61	O=C(CC1CC2CCC1C2)N1CCN(S(=O)(=O)c2ccc(C(F)(F)F)cc2)CC1 (stereo not given)	1	10	-20	-2
62	CC(C)Oc1ccccc1OCCN(C)C	-1	nt	nt	1
63	CCN1CCN(CC(=O)Nc2cccc(C)c2)C(=O)C1=O	0	7	-3	0
64	CC(C)NS(=O)(=O)c1ccc(OCC(=O)NCc2ccco2)cc1	2	-5	-4	8
65	CCCC(=O)N1CCC1(C)C(=O)NS(=O)(=O)c1ccc(OC)cc1 (stereo not given)	-2	-3	1	-1

item	FN deposition inh	LGR2 inh	S100A4 MyoIIA
61	-4	2	-6
62	-3	6	0
63	6	15	7
64	1	-24	15
65	-4	-6	28

Only part of the results is shown; the hit share may differ from the screen's.
